# Screening data from PubChem.
# CHO-K1 Ca PAM = counter-screen for M1 PAMs: effect in parental CHO-K1 cells; activation, % at 3 µM; ATP EC20, Fluo-8 calcium fluorescence; 0% at ATP EC20, 100% at ATP max; 360,000 tested, 0.02% active;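 active = activation above the run cutoff, the mean activation of all test compounds plus 3 SD, cut at about 40% in these data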;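 also: peak over basal fluorescence ratio in a 140 s read after ATP addition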
# TAAR1 antag = human TAAR1 antagonism; Q96RJ0; CHO RD-HGA16 TAAR1, Fluo-8 calcium fluorescence, antagonist; inhibition, % at 3 µM; 360,000 tested, 1.5% active; AID 624466;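 active = inhibition above a per-plate cutoff, the mean inhibition of test compounds on that plate plus 3 SD, cut at about 49% in these data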;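 also: 0% = DMSO plus EC80 beta-PEA response and 100% = DMSO alone without agonist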
#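 Assay system: CHO-derived RD-HGA16 cells stably expressing human TAAR1 plus Gα16. Timing: 140 s kinetic read after compound, 140 s after agonist. Technique: kinetic Fluo-8 calcium fluorescence measurement. Measure: % inhibition of agonist calcium response.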
# M1 antag = antagonists of human M1 muscarinic receptor. P11229. CHO-K1 hM1, Fluo-8 calcium fluorescence, ACh EC80 antagonist. inhibition, % at 3 µM. 360,000 tested, 1.3% active. AID 588852;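 active = percent inhibition above its own plate's cutoff, namely the mean of that plate's compound wells plus 3 SD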;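 also: peak over basal fluorescence ratio during 140 s after agonist addition; 0% = ACh EC80 plus DMSO and 100% = DMSO alone without agonist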
# Target sequence (P11229 whole entry, looked up): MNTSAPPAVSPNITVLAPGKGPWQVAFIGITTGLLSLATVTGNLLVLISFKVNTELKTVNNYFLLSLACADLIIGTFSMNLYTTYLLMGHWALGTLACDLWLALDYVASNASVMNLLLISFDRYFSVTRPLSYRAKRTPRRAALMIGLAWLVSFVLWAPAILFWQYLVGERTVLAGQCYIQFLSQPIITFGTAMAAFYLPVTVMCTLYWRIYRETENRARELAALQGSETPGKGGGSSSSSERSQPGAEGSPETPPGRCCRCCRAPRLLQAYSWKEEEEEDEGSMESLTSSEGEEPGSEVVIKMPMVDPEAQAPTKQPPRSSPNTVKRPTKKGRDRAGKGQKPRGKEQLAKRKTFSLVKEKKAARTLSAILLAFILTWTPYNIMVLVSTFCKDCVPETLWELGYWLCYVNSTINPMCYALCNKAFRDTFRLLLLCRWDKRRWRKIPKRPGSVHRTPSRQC
# CHO parental Ca = counter-screen: ATP calcium response change in parental CHO cells | 330,000 tested, 0.63% active | AID 463079 | inhibition, % at 5.6 µM | parental CHO-K1, ATP-induced calcium, Fluo-8 fluorescence;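 active = inhibition above that plate's mean sample inhibition plus 3 SD, cut at about 26% in these data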;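 also: 0% = ATP-challenged DMSO wells and 100% = DMSO wells without ATP; some compounds past the cut are filed as inactive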
#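 Test system: parental CHO cells; detection: calcium-sensitive Fluo-8 fluorescence; evaluation: percent inhibition of calcium signal; also added: ATP as calcium-mobilizing challenge; repeats: one well per compound; control set: ATP-challenged DMSO wells low, unchallenged DMSO wells high; compound: single nominal dose of 5.6 µM per compound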
# TAAR1 agonist = human TAAR1 agonism; Q96RJ0; CHO RD-HGA16 TAAR1, Fluo-8 calcium fluorescence; vehicle wells 0%, saturating PEA agonist 100%; activation, % at 3 µM; 360,000 tested, 0.99% active;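 active = activation above the mean activation of all test compounds in the run plus 3 SD, cut at about 38% in these data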
#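 Test system: RD-HGA16 (CHO) cells co-expressing Gα16 and hTAAR1 / Benchmarks: DMSO vehicle as 0%, PEA at EC100 as 100% / Repeats: no replicates (n 1) / Measure: % activation from peak over basal fluorescence ratio, DMSO-to-PEA scaled / Timing: 17-24 h plating, Fluo-8 75 min 37 °C, 30 min RT / Technique: kinetic Fluo-8 calcium fluorescence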
# CHO-K1 Ca antag = M1 antagonist counterscreen hit in parental CHO-K1 cells. ATP-induced calcium, Fluo-8 fluorescence. inhibition, % at 3 µM. 360,000 tested, 0.6% active. AID 602250;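 active = inhibition above a per-plate cutoff, the plate's mean sample inhibition plus 3 SD, cut at about 24% in these data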;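 also: 0% = DMSO plus EC80 ATP and 100% = DMSO alone without ATP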
# M1 ag parental = counter-screen for M1 agonists: effect in parental CHO-K1 cells; Fluo-8 calcium fluorescence; scaled to maximal ATP response, vehicle zero; activation, % at 3 µM; 360,000 tested, 0.48% active; AID 602248; in the data active = activation above about 15%;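 also: untransfected CHO-K1 host cells lacking M1 receptor as counterscreen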
# OXTR potentiator = human OXTR potentiation. P30559. CHO-OTR cells, Fluo-8 calcium fluorescence, potentiator mode; 0% = oxytocin EC15, 100% = EC100. activation, % at 3 µM. 320,000 tested, 0.061% active. AID 2445;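 active = activation above that plate's cutoff, the mean activation of tested compounds plus 3 SD, cut at about 6.6% in these data, passing the limit was not always enough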;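 also: 100% uses oxytocin at 75 nM as the full agonist control; some results filed as inactive read as strong as hits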
# Target sequence (P30559 whole entry, looked up): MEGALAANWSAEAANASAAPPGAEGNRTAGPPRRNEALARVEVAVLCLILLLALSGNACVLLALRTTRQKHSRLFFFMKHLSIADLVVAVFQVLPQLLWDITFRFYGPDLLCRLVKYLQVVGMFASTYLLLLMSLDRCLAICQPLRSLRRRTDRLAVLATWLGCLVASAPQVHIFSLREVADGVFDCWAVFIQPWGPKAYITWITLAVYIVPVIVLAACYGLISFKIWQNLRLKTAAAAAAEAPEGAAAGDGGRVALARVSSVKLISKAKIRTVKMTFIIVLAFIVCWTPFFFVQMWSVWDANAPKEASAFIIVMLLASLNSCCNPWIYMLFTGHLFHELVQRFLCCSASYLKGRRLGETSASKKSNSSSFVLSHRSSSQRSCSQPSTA
#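 Assay system: CHO-OTR cells, human receptor / Also added: oxytocin at about EC15, sub-maximal agonist stimulus / Dosing: single dose, 3.0 µM nominal final compound concentration / Incubation: 6 min pre-incubation, 100 s read / Technique: Fluo-8 calcium dye fluorescence / Read-out: % activation vs EC15 and EC100 oxytocin / Benchmarks: EC15 oxytocin low, 75 nM oxytocin high / Replicates: singlicate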
# M1 ag = human M1 muscarinic receptor agonism; P11229; CHO-K1 hM1, Fluo-8 calcium fluorescence, agonist mode; 0% DMSO, 100% acetylcholine EC100; activation, % at 3 µM; 360,000 tested, 0.33% active;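 active = activation above the run's mean compound activation plus 3 SD, cut at about 16% in these data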;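 also: peak over basal fluorescence ratio within a 140 s kinetic read after compound addition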
# The depositor's hits bear a star; x = not tested or not shown.
smiles	CHO-K1 Ca PAM	TAAR1 antag	M1 antag	CHO parental Ca	TAAR1 agonist	CHO-K1 Ca antag	M1 ag parental	OXTR potentiator	M1 ag
C/C(=N\NC(=O)Cn1nc(C)c([N+](=O)[O-])c1C)c1ccco1	9	-43	4	-12	3	-7	2.8	-4	-2
O=C(NCCCN1CCOCC1)c1ccc(-n2nc(C(F)(F)F)cc2-c2cccs2)cc1	-1	3	13	-27	2	-13	0.8	-11	-5
COc1ccc(C2NC(=O)CCC2[N+](=O)[O-])cc1OC (stereo not drawn)	1	16	-10	-12	0	-27	0.8	3	-2
CC(OC(=O)c1cnccn1)C(=O)c1ccccc1 (stereo not drawn)	6	-3	-10	9	2	4	0.2	-8	-1
COc1ccc(C(=O)NC(=S)Nc2nc(C)c(C(=O)N(C)C)s2)cc1	13	-5	-4	-8	10	-5	0.7	-4	-1
Cc1ccc(N=C(NOCc2ccc(Cl)cc2Cl)c2nonc2N)c(C)c1	6	57*	-1	-15	5	-3	0.9	-12	-5
c1ccc(-c2ccnc3nc(-n4cccc4)nn23)cc1	25	-20	-4	-21	5	-10	-0.2	-6	-5
Cn1c2ccccc2c2nnc(SCC(=O)NC3CCCC3)nc21	12	4	-11	-2	0	-12	0.4	-4	-10
Cc1c(NC(=O)COC(=O)c2ccc(Cl)nc2)c(=O)n(-c2ccccc2)n1C	15	-12	-7	-14	2	-19	0.7	-3	-6
S=C1SCN(Cc2ccco2)CN1Cc1ccco1	13	6	3	-7	-2	-7	0.9	-2	-8
CC(NC(=O)COC(=O)/C=C/c1ccco1)c1ccccc1 (stereo not drawn)	11	-1	-5	-9	7	0	0.5	-5	-8
O=C(Nc1nc2ccc(Cl)cc2s1)[C@@H]1CCCN1C(=O)c1cccs1	2	-7	-9	-28	-1	-5	0.6	-9	-9
O=C(O)CCNc1ccc(Cl)cc1	-15	-11	-4	-13	15	9	-0.1	4	-4
O=C(COc1coc(CN2CCc3ccccc3C2)cc1=O)N1CCOCC1	12	7	-6	1	1	0	0.6	2	-5
CN(CC(=O)NCc1ccc(F)cc1)CC(=O)Nc1ccc(Cl)c(C(F)(F)F)c1	-11	15	29	67*	37	9	13	-15	16*
NC(=O)CSCc1cccc(Br)c1	4	14	-1	4	-1	1	0.1	-11	-2
COc1ccc(Cl)cc1C(Nc1cccnc1)c1ccc2cccnc2c1O (stereo not drawn)	15	-16	0	-6	10	10	0.6	-15	-8
COc1ccc(OC)c(NC(=O)C(=O)NNC(=O)COc2ccc(Br)cc2C)c1	5	16	-8	16	5	-9	0.5	-11	-2
COc1ccc(CCN2CC(C#N)=C3c4cc(OC)c(OC)cc4CCN3C2)cc1OC	20	9	-20	-19	4	-7	2.5	-7	2
CCCCn1c(CCC)nc([N+](=O)[O-])c1Sc1ccc(Cl)cn1	13	18	5	25	0	-2	0.9	-15	-5

# (continued)
smiles	CHO-K1 Ca PAM	TAAR1 antag	M1 antag	CHO parental Ca	TAAR1 agonist	CHO-K1 Ca antag	M1 ag parental	OXTR potentiator	M1 ag
O=C(CC1CC2CCC1C2)Nc1nc(-c2ccccn2)cs1 (stereo not drawn)	13	-11	10	1	1	-18	4.5	-1	-14
CC(=O)N1CC=CC1(CC(C)C)C(=O)NCc1cc(F)cc(C(F)(F)F)c1 (stereo not drawn)	-6	-13	1	-13	-1	3	-0.3	2	-6
Cc1cc(N2C(=O)C(O)=C(C(=O)c3cccs3)C2c2ccc(F)cc2)no1 (stereo not drawn)	4	-94	-12	-3	4	-9	-0.3	1	-4
CCOC(=O)c1cnc(SCC(=O)Nc2cccc(OC)c2)nc1N	-11	12	2	-11	4	11	5.3	-11	1
O=C(Cc1ccc([N+](=O)[O-])cc1)N1CCCc2ccccc21	30	7	-3	-10	1	-19	1.1	1	-15
CCCCC1Cc2[nH]c(=S)[nH]c(=O)c2C(c2ccc(Cl)cc2)O1 (stereo not drawn)	13	-10	-6	x	7	-8	6.8	x	-3
CC1CCN(C(=S)c2cn(Cc3cccc(F)c3)c3ccccc23)CC1	22	18	-3	3	5	6	-0.6	-18	-5
CC(C)CC1NC(=O)N(CC(=O)N2CCN(S(=O)(=O)c3ccccc3)CC2)C1=O (stereo not drawn)	13	-4	-13	-18	1	-10	0.1	-12	-2
Cc1cccc(C)c1N1C(=O)CC(Sc2ccccc2N)C1=O (stereo not drawn)	15	-28	-8	x	3	-14	-0.5	x	-4
C[C@@H]1CN([C@H](C)CO)C(=O)CCCn2cc(nn2)CO[C@H]1CN(C)C(=O)Nc1ccc(-c2cccs2)cc1	-4	-14	-8	x	5	-6	-0.4	x	-8
O=C1N(Cc2cccc(Cl)c2)C[C@@H]2C[C@@H](c3cccn3-c3cccnc3)N3CCC[C@@]123	21	13	0	-25	-2	-13	0.2	-7	-2
Cn1c(O)c(N=NC(=O)c2ccccc2O)c2ccccc21	-14	14	8	-10	4	11	2.0	0	-13
O=C(COC(=O)C1CC2C=CC1C2)Nc1c(Br)cc([N+](=O)[O-])cc1Br (stereo not drawn)	-6	17	1	-8	2	-2	-0.2	-3	-4
NC(=O)C(CCc1nc2ccccc2[nH]1)NS(=O)(=O)c1ccccc1 (stereo not drawn)	28	-5	-26	x	2	-8	0.5	x	0
COc1ccccc1-n1c(O)c(C=NCc2ccccn2)c2ccccc2c1=O	13	-18	-10	-11	5	-2	18*	-3	2
Cc1cc2c3c(c1)C1(C(=O)N3C(C)(C)CC2C)C(C#N)=C(N)Oc2cc(O)ccc21 (stereo not drawn)	-16	-3	8	-13	6	17	-0.5	-10	-3
NC(=S)Nn1c(CCC(=O)O)ccc1-c1ccccc1	2	-17	-7	1	2	-1	-0.1	0	-2
Cc1ccccc1-c1nc(CN2CCC(C(=O)NCCC3=CCCCC3)CC2)c(C)o1	23	-3	-2	-13	31	-6	4.5	-4	-2
O=C(COC(=O)c1ccccc1)NCCC1=CCCCC1	21	-9	-11	-25	-1	-10	-0.1	-16	-5
COc1ccc(C(=O)O)c(OC)n1	-4	-11	-8	-12	0	-5	-0.1	-2	-1

# Following part:
smiles	CHO-K1 Ca PAM	TAAR1 antag	M1 antag	CHO parental Ca	TAAR1 agonist	CHO-K1 Ca antag	M1 ag parental	OXTR potentiator	M1 ag
COc1ccc(-c2ccc(CN3C(CC(C)C)C(=O)N(Cc4cn(Cc5ccco5)nn4)CCS3(=O)=O)cc2)cc1 (stereo not drawn)	12	14	-8	x	3	1	3.1	x	0
OCC[C@@H]1C[C@@H](O)[C@H](O)[C@]2(OCCc3ccccc32)O1	21	-5	-7	-6	2	-18	0.8	0	-3
CC(C)C1C(=O)N(Cc2cn(CCC3OCCO3)nn2)CCS(=O)(=O)N1Cc1ccc(-c2ccc(Cl)c(Cl)c2)cc1 (stereo not drawn)	-5	32	7	x	7	12	0.8	x	0
COc1cc(C)ccc1S(=O)(=O)NC(=O)C1(C)CCN1C(=O)COc1ccc(Cl)cc1 (stereo not drawn)	13	4	-23	x	2	-6	0.2	x	1
CCOC(=O)C(=CNc1ccc(OC)cc1[N+](=O)[O-])C(=O)OCC	10	-79	-14	-10	2	-13	0.1	-10	-1
CCOC(=O)c1ccc2c(c1)N(CC(=O)N1CCCC1)C(=O)C(C)(C)O2	22	1	-14	-1	6	-2	0.3	3	-5
COc1ccc(CN2CCN(C(=O)C3CCC(CNS(=O)(=O)c4ccccc4)CC3)CC2)c(OC)c1OC (stereo not drawn)	-9	-13	19	-6	4	6	6.9	-4	-4
Clc1ccc(N/N=C/c2cccnc2)cc1	17	-1	-7	-19	26	-2	0.8	0	-8
CCOc1cc(N2CCOCC2)c(OCC)cc1NC(=O)c1[nH]c(C)c(C(C)=O)c1C	-7	-4	-1	-16	1	-1	-0.3	2	-2
S=c1[nH]cnc2sc(-c3ccccc3)cc12	9	11	-3	-7	2	-6	1.0	-10	-1
CCN(CC)c1ccc(/C=C2\CCC(/C=C(\C#N)C(=O)Nc3ccccc3F)=C2N2CCOCC2)cc1	25	10	-3	x	4	-4	2.8	x	-7
O=S1(=O)CCOCCN1Cc1ccccc1	30	0	0	-14	13	-9	0.3	-1	-5
O=c1ccc2ccccc2c2ccccc12	-8	-6	-8	x	-1	10	-0.3	x	1
CC1CCc2c(sc3ncnc(NS(=O)(=O)c4cccs4)c23)C1 (stereo not drawn)	-8	4	1	-7	3	13	-0.9	-6	-7
Cc1cc(C(=O)Nc2c(C)nn(Cc3ccccc3Cl)c2C)no1	10	-13	-11	-11	5	-12	0.2	-3	-3
c1csc(-c2ccc3nncn3c2)c1	10	-5	-10	x	1	-4	1.5	x	0
CCc1nnc(NC(=O)c2ccc(COc3ccccc3C)o2)s1	-5	-13	-17	-8	1	-9	0.7	-5	-3
CC(=O)c1ccc(N2CCN(C(=O)c3n[nH]c4ccccc34)CC2)cc1	-3	24	1	4	9	4	5.8	-12	0
Cc1ccc2nc(-c3ccc(NC(=O)c4cccnc4)cc3)oc2c1	1	46	16	16	22	5	12	-20	3
CN(C1CCCCC1)S(=O)(=O)c1ccc2[nH]c(=O)oc2c1	19	-7	-16	-6	0	-13	2.6	0	0
CC(C)NC(=O)N(C)C[C@H]1OCc2cnnn2CCCC(=O)N([C@H](C)CO)C[C@H]1C	-11	-12	-6	x	4	8	0.0	x	4
Cc1ccccc1-c1nc(CS(=O)(=O)CC(=O)N2CCCCC2)c(C)o1	14	-17	-3	-26	0	-18	4.0	5	-2

# Part of the list above in a different format:
# Under each structure: CHO-K1 Ca PAM, TAAR1 antag, M1 antag, CHO parental Ca, TAAR1 agonist, CHO-K1 Ca antag, M1 ag parental, OXTR potentiator, M1 ag
Clc1ccc(N/N=C/c2cccnc2)cc1
  17, -1, -7, -19, 26, -2, 0.8, 0, -8
CCOc1cc(N2CCOCC2)c(OCC)cc1NC(=O)c1[nH]c(C)c(C(C)=O)c1C
  -7, -4, -1, -16, 1, -1, -0.3, 2, -2

# Shown as a hit in TAAR1 antag, among the entries above:
molecule	TAAR1 antag	M1 antag	TAAR1 agonist	OXTR potentiator
Cc1ccc(N=C(NOCc2ccc(Cl)cc2Cl)c2nonc2N)c(C)c1	57*	-1	5	-12
